# NPR2 activator: GC-B (human) receptor activation; P20594; activation, % at 10 µM; 0.11% of 370,000 active; HEK293-GC-B cells, CNP EC30, cGMP TR-FRET; 0% at EC30 CNP, 100% saturating CNP;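 active = activation at 10 µM reaching about 35% in either raw or pattern-adjusted values, limit read from the data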
# rCAG RNA binder: r(CAG) repeat RNA binding. TO-PRO-1 dye displacement fluorescence. inhibition, % at 3 µM. 1.3% of 370,000 active;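 active = inhibition above the plate cutoff, the mean of all test compounds on that plate plus 3 SD, cut at about 35% in these data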;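 also: 0% = DMSO alone and 100% = 100 µM mitoxantrone as full dye displacement; higher means more dye released from RNA so lower well fluorescence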
# HTRA1 inhibitor: HTRA1 (human) protease inhibition; AID 504803; inhibition, % at 5.96 µM; Q92743; 0.5% of 340,000 active; recombinant HTRA1, FP-rhodamine activity-based probe, fluorescence polarization; in the data active = inhibition above about 36%;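 also: 0% = enzyme with DMSO and 100% = wells lacking enzyme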
# PRMT1 FP inh: blocks human protein arginine methyltransferase 1 | Q99873 | recombinant PRMT1, activity-based probe fluorescence polarization | inhibition, % at 2.79 µM | 1.3% of 370,000 active | AID 652257;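 active = inhibition above about 21% made by adding two undisclosed values, limit read from the data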
# GC-A act: GC-A (human) enzyme activation. HEK293 GC-A cells, cGMP TR-FRET, EC30 ANP; 0% at EC30 ANP, 100% saturating ANP. activation, % at 10 µM. 0.14% of 370,000 active. AID 1671463; in the data active = activation above about 40%
# MBD2 inh: blocks human MBD2 binding to methylated DNA | inhibition, % at 4.4 µM | TR-FRET, MBD2 binding to methylated oligonucleotide | 0.31% of 370,000 active; in the data active = inhibition above about 13%
# Target sequence (Q9UBB5 whole entry, looked up): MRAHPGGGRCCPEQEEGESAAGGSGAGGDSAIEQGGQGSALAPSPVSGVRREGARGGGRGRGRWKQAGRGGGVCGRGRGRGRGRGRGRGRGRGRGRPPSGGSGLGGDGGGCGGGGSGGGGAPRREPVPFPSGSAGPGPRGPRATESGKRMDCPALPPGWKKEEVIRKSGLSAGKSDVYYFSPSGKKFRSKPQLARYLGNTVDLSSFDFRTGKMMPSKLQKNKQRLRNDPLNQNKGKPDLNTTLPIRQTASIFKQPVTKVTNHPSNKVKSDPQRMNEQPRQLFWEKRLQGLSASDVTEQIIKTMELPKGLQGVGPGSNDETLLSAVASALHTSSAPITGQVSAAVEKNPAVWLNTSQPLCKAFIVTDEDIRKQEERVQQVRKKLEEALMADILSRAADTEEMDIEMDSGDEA
# TCR-CD3 inh: human TCR-CD3 binding inhibition. TAMRA-labeled TCR probe fluorescence, biochemical. inhibition, % at 9.4 µM. 0.37% of 360,000 active. AID 651800; in the data active = inhibition above about 19%;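 also: recombinant mutant TCR 2C K166C tagged with TAMRA read by polarization; 0% = receptor in buffer alone and 100% = receptor with positive control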
# SIAE inh: human SIAE inhibition, primary screen. Q9HAT2. inhibition, % at 9.66 µM. SIAE FP-Rh probe binding, fluorescence polarization. AID 1053197. 0.69% of 370,000 active;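 active = inhibition above a cutoff: mean of compounds within the control limits plus 3 SD of those, cut at about 17% in these data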;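 also: 0% = plate median of compound wells and 100% = probe without SIAE protein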
# ABHD4 inh: ABHD4 (mouse) inhibition, primary FP screen. Q8VD66. purified mABHD4, FP-Rh probe fluorescence polarization. inhibition, % at 8.92 µM. 0.54% of 370,000 active. AID 720543;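 active = inhibition exceeding the mean over every tested compound plus 3 SD, cut at about 30% in these data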;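 also: 0% = plate median of compound wells and 100% = S159A mutant with DMSO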
# Target sequence (Q8VD66 whole entry, looked up): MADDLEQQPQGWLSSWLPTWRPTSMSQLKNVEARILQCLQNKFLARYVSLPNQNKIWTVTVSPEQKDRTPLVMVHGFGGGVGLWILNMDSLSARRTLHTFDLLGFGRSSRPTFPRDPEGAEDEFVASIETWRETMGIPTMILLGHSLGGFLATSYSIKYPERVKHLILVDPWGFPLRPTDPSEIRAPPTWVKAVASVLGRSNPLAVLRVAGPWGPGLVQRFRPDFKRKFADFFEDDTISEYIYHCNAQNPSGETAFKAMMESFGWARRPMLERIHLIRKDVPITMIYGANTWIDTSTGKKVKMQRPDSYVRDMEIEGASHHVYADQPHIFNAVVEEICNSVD
#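 Assay system: Wild-type mouse ABHD4 protein | Medium: HEPES pH 7.0 buffer, 150 mM NaCl, 0.01% Pluronic F-127 | Incubation: Enzyme–compound pre-incubation 45 min, then probe 60 min, both 25 °C | Technique: Fluorescence polarization with parallel and perpendicular emission, 525/598 nm | Evaluation: % inhibition of FP-Rh probe binding versus controls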
# UHRF1 binding: UHRF1 methyl-DNA binding inhibition. UHRF1 binding to methylated oligo, TR-FRET. inhibition, % at 4.4 µM. 0.75% of 370,000 active. AID 687016; in the data active = inhibition above about 21%;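 also: UHRF1 SRA domain binding a hemimethylated CpG hairpin DNA probe; 0% = median of test compound wells and 100% = reference inhibitor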
# The depositor's hits bear a star; . = not tested or not shown. This is a subset; rates above refer to the full screens.
SMILES,NPR2 activator,rCAG RNA binder,HTRA1 inhibitor,PRMT1 FP inh,GC-A act,MBD2 inh,TCR-CD3 inh,SIAE inh,ABHD4 inh,UHRF1 binding
CCOC(=O)C1CCCN(C(=O)c2cc(C(C)(C)C)nn2C)CC1 (stereo not given),1,-2,.,1,3,0,-1,1,6,1
CC(=O)C[C@H](O)CC(=O)[C@H]1OC(=O)[C@@H](C)C/C=C\Cc2ccccc21,1,3,2,1,2,-1,1,-1,2,-1
O=C1CCC(C(=O)N2CCN(c3cnccn3)CC2)CN1CCc1ccc(Cl)cc1 (stereo not given),8,-7,2,-5,1,6,7,4,1,1
Nc1cccc(N2C(=O)c3cccc4c(N)ccc(c34)C2=O)c1,1,-254,15,113*,-3,-28,14,5,19,-88
Cc1ccc(CN2[C@@H](Cc3ccccc3)C(=O)CS2(=O)=O)cc1,-3,41*,-66,-1,2,-5,3,-16,-13,-3
c1ccc(-c2ccc(-n3ccnc3)cc2)cc1,-13,-3,2,3,4,0,-5,0,0,-1
Cc1ccccc1OCCn1cc(C(=O)C(=O)N2CCOCC2)c2ccccc21,0,-2,-10,1,0,5,-6,-2,1,3
Cc1ccccc1C(=O)c1c[nH]c(C(N)=O)c1,8,-4,-1,-3,3,2,0,-1,-4,-1
CCC(C)c1ccc(NC(=O)COC(=O)C2=COCCO2)cc1 (stereo not given),4,-7,1,-1,6,2,3,6,10,5
COc1cc(O)c(C=NN2C(=O)CSC2=S)c(OC)c1,-4,12,3,27*,-1,-1,14,2,27,-12
Cc1ccc(-c2n[nH]c(=S)nc2-c2ccc(C)cc2)cc1,-5,4,-17,5,-3,3,-4,12,1,0
Cc1ccc(C(=O)N/C(=C/c2ccc(-c3cccc([N+](=O)[O-])c3)o2)C(=O)NC(C)(C)C)cc1,5,12,-12,4,-1,7,1,-6,7,4
CC(C)NC(=O)Cn1c(=O)cnc2ccccc21,-2,0,2,2,2,3,-4,-1,7,-3
COc1ccc(-c2nc3ccccc3c(=O)n2N)cc1,5,-2,11,-3,1,-3,-1,-4,4,3
CNC(=O)c1sc(-c2ccccc2)nc1C,-8,1,4,0,8,0,-1,3,4,33*
COc1ccc(NC(=O)c2cccs2)cc1OC,1,-1,-5,1,4,1,2,5,8,-1
O=C(O)COc1ccccc1/C=C1\SC(=S)N(c2cccnc2)C1=O,2,12,.,11,-1,-6,2,-8,4,-2
CC(=O)OC1=Cc2c(ccc3ccc(=O)oc23)OC1(C)C,-1,-4,-4,1,0,5,1,16,8,-3
Cc1ccc(C)c(NC(=S)N2CCC(N(C)CC3CCCO3)CC2)c1 (stereo not given),-4,-6,7,2,2,3,-5,-7,0,2
O=C(Nc1ccc(C(=O)NCc2ccccc2Cl)cc1)C1=CSCCO1,-2,4,-2,-3,-3,-1,-2,-4,-11,2
S=c1[nH]c2cc(-c3ccccc3)ccc2o1,4,1,8,7,2,1,-8,3,2,-1
S=C1SCN(Cc2cccnc2)CN1Cc1ccccc1,9,-3,2,2,0,5,1,3,5,0
CCCn1c(N)c(C(=O)CN(C)CC(=O)Nc2cc(C)ccc2C)c(=O)[nH]c1=O,-3,1,1,-3,0,-7,3,0,6,-2
Nc1ccn([C@@H]2O[C@H](C(=O)N[C@H](Cc3ccccc3)C(=O)N3CCSC3)[C@@H](O)[C@H]2O)c(=O)n1,3,0,.,0,1,2,-4,4,0,-3
Cc1cccc(C)c1NC(=O)CN(C)C(=O)C1=COCCO1,4,-1,10,-2,0,-1,7,-4,4,-2

# 3 compounds already listed, ordered by SMILES length, largest number first.
SMILES,NPR2 activator,rCAG RNA binder,HTRA1 inhibitor,PRMT1 FP inh,GC-A act,MBD2 inh,TCR-CD3 inh,SIAE inh,ABHD4 inh,UHRF1 binding
O=C1CCC(C(=O)N2CCN(c3cnccn3)CC2)CN1CCc1ccc(Cl)cc1 (stereo not given),8,-7,2,-5,1,6,7,4,1,1
Cc1ccccc1OCCn1cc(C(=O)C(=O)N2CCOCC2)c2ccccc21,0,-2,-10,1,0,5,-6,-2,1,3
O=C(O)COc1ccccc1/C=C1\SC(=S)N(c2cccnc2)C1=O,2,12,.,11,-1,-6,2,-8,4,-2

# The listing continues:
SMILES,NPR2 activator,rCAG RNA binder,HTRA1 inhibitor,PRMT1 FP inh,GC-A act,MBD2 inh,TCR-CD3 inh,SIAE inh,ABHD4 inh,UHRF1 binding
O=c1ccc(-c2ccccc2)n[nH]1,0,-1,-3,1,2,0,4,1,2,5
CN(C1CCS(=O)(=O)C1)S(=O)(=O)c1ccc2ccccc2c1 (stereo not given),3,-1,2,15,1,8,-1,0,4,0
CCCCNc1nc2ccccc2nc1Cl,4,-1,2,-2,6,0,3,-3,2,-1
CCCCn1c(N)c(N(CCOC)C(=O)C2CCN(S(=O)(=O)c3ccccc3)CC2)c(=O)[nH]c1=O,-2,3,2,4,0,3,-6,-3,4,1
CC(C)(CC1(C)NC(=O)NC1=O)OCc1ccccc1 (stereo not given),2,2,-2,0,2,-2,4,2,4,0
COc1cc(OC)cc(C(=O)NNC(=O)c2ccc(-n3cncn3)c([N+](=O)[O-])c2)c1,-1,4,1,2,-2,-5,4,11,-20,-3
CC(=O)Nc1ccc(NC(=O)C2CCCN(S(=O)(=O)c3ccc(-n4cnnn4)cc3)C2)cc1 (stereo not given),-3,2,2,-2,5,-2,7,-1,-5,1
C/C=C/c1ccc(OCC(=O)OCC)c(OC)c1,2,0,1,-2,6,6,9,6,-1,15
CCOC(=O)C1(C)CCCN1C(=O)c1cccc(OC)c1 (stereo not given),0,-2,.,7,0,7,-8,-4,-16,4
O=C(CSc1ccccc1)NC1=NCCS1,2,2,1,1,1,-1,-7,0,5,0
COc1ccccc1NC(=O)C1=C(C)Nc2nc(-c3ccc(N(C)C)cc3)nn2C1c1ccncc1 (stereo not given),10,7,5,1,5,-7,-2,6,0,-2
COC(=O)c1ccc(CSc2nc(C)nc3sc(C)c(C)c23)o1,6,6,4,7,5,-1,-2,1,-1,1
Cc1c(N2C(=O)/C(=C/c3ccc(N(C)C)cc3)N(C)C2=S)c(=O)n(-c2ccccc2)n1C,3,0,-43,-4,1,-36,-28,-69,-110,-27
O=C(NCCc1ccc(F)cc1)Nc1ccccc1,2,-3,2,-7,4,0,9,-3,2,-2
CCOCCCn1c(=N)c(S(=O)(=O)c2ccc(C)cc2)cc2c(=O)n3cc(C)ccc3nc21,8,-2,1,-2,13,-2,-5,-2,7,-1
CN1CCN(CCNC(=O)c2cc3c(=O)n(C)c4ccccc4c3n2C)CC1,-1,1,-3,-9,4,1,6,6,6,4
CCOC(=O)c1cn(CC(=O)Nc2ccc(CC)cc2)nn1,1,1,-1,0,4,2,3,-3,0,1
CN(C)S(=O)(=O)c1cccc(NC(=O)COC(=O)CCOc2ccccc2)c1,2,-1,-2,-3,3,-1,0,-12,0,1
CCOC(=O)Cn1nnnc1CN(CCc1ccccc1)Cc1cc2cc(CC)ccc2[nH]c1=O,-4,-2,-24,-2,-13,0,-2,-1,2,1
COc1ccc2[nH]cc(CCN=C3SCC(=O)N3C)c2c1,-1,-6,6,1,-6,-2,3,0,6,2
O=C(COc1cccc2ccccc12)N/N=C/C=C/c1ccccc1,-5,7,-11,2,2,3,-1,-10,-6,2
N#CC(/C(=N/S(=O)(=O)c1cccs1)c1ccccc1)c1nc2ccccc2[nH]1 (stereo not given),2,42*,-8,-2,5,3,2,2,1,-4
O=S(=O)(NCCc1cccs1)c1ccc(Br)cc1,-2,0,-11,1,-2,1,8,2,-2,-1
Cc1oc(C(=O)O)cc1COc1ccccc1Cl,-2,4,5,2,-4,0,2,5,4,1
O=C1CCC(=O)N1c1nc2nc(-c3ccccc3)cc(=O)n2[nH]1,9,5,2,3,1,3,-8,0,-4,0

# Shown with values under each structure: part of the list above
# Second line of a record – NPR2 activator	rCAG RNA binder	HTRA1 inhibitor	PRMT1 FP inh	GC-A act	MBD2 inh	TCR-CD3 inh	SIAE inh	ABHD4 inh	UHRF1 binding
> O=S(=O)(NCCc1cccs1)c1ccc(Br)cc1
 : -2	0	-11	1	-2	1	8	2	-2	-1
> Cc1oc(C(=O)O)cc1COc1ccccc1Cl
 : -2	4	5	2	-4	0	2	5	4	1

# Additional results
SMILES,NPR2 activator,rCAG RNA binder,HTRA1 inhibitor,PRMT1 FP inh,GC-A act,MBD2 inh,TCR-CD3 inh,SIAE inh,ABHD4 inh,UHRF1 binding
CCOC(=O)c1c(C)n(C)c2ccc(OC(=O)c3ccoc3)cc12,-2,-2,-2,0,-2,4,2,-6,-1,1
COc1cc2c(cc1OC)C(C(=O)O)C(c1cc(Br)c(O)c(OC)c1)N(C)C2=O (stereo not given),1,0,-7,0,1,5,6,4,8,-2
O=C(NCc1ccccc1)[C@H]1CCCN1C(=O)[C@H]1CCCN1C(=O)c1cccs1,5,-1,.,0,4,-4,-1,8,6,-3
CCOC(=O)C1=C(O)C(=O)N(Cc2ccc(C(C)(C)C)cc2)CC1,-3,-4,-3,0,5,5,-3,-2,-6,1
CCOc1ccc(-n2c(-c3ccccc3)c[n+]3c2CCC3)cc1,3,4,2,0,0,4,4,-11,1,-3
NC(=O)C(CCCCN1CCCCC1)(c1ccccc1)c1ccccc1,4,3,3,-3,0,-3,7,0,-1,0
COc1cc(/C=N/NC(N)=S)ccc1OCC(=O)Nc1ccc(C)cc1,-1,2,-2,2,0,0,6,0,-1,-1
O=C(Nc1ccn(Cc2ccccc2)n1)c1cccc(F)c1,0,-1,-9,-2,-1,4,-1,-9,-4,0

# Pulled by compound from the list above (2):
SMILES,NPR2 activator,rCAG RNA binder,HTRA1 inhibitor,PRMT1 FP inh,GC-A act,MBD2 inh,TCR-CD3 inh,SIAE inh,ABHD4 inh,UHRF1 binding
CCCCn1c(N)c(N(CCOC)C(=O)C2CCN(S(=O)(=O)c3ccccc3)CC2)c(=O)[nH]c1=O,-2,3,2,4,0,3,-6,-3,4,1
Cc1cccc(C)c1NC(=O)CN(C)C(=O)C1=COCCO1,4,-1,10,-2,0,-1,7,-4,4,-2

# Just SIAE inh (4 entries from above):
Compound | SIAE inh
Cc1ccccc1OCCn1cc(C(=O)C(=O)N2CCOCC2)c2ccccc21 | -2
Cc1ccccc1C(=O)c1c[nH]c(C(N)=O)c1 | -1
CCC(C)c1ccc(NC(=O)COC(=O)C2=COCCO2)cc1 (stereo not given) | 6
COc1cc(O)c(C=NN2C(=O)CSC2=S)c(OC)c1 | 2
